# APOBEC3A inh: human APOBEC3A DNA deaminase inhibition; P31941; AID 493011; inhibition, % at 20 µM; recombinant A3A, FAM/TAMRA ssDNA deamination fluorescence; hit rate 0.41% among 330,000;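 active = at least 40% inhibition at 20 µM here, with at most 30% in a related deaminase screen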;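 also: plate controls were A3A with DMSO for no effect and wells lacking A3A enzyme for full effect; some results filed as inactive read as strong as hits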
# Target sequence (P31941 whole entry, looked up): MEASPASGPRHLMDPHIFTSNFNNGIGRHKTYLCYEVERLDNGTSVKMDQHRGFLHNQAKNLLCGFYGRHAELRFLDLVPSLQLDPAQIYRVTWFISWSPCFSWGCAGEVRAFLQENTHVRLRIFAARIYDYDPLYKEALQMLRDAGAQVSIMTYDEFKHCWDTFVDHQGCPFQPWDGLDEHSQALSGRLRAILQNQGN
# CXCR6 block: CXCR6 (human) receptor inhibition. O00574. AID 602244. CHO-K1 PathHunter CXCR6 beta-arrestin, luminescence. inhibition, % at 20 µM. hit rate 0.36% among 360,000; in the data active = inhibition above about 34%, passing the limit was not always enough;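 also: antagonist mode with CXCL16 agonist at 10 nM final; 0% = 10 nM CXCL16 with DMSO and 100% = unstimulated wells without agonist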
# Gli-Sufu block: antagonists of Gli-Sufu signaling; Sufu-KO-LIGHT fibroblasts, Gli luciferase reporter luminescence; inhibition, % at 5 µM; hit rate 0.74% among 340,000;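 active = inhibition above about 55%, limit read from the data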;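 also: 0% = DMSO-treated cells and 100% = wells with medium but no cells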
# A3G deaminase: inhibitors of human APOBEC3G DNA deaminase | inhibition, % at 20 µM | Q9HC16 | AID 493012 | recombinant A3G, ssDNA deamination FAM/TAMRA fluorescence | hit rate 0.28% among 330,000;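 active = inhibition of at least 40% at 20 µM, with no more than 30% in the related APOBEC3A deaminase screen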;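 also: plate controls were DMSO wells with A3G for no effect and wells lacking A3G enzyme for full effect; some compounds called inactive have numbers as strong as hits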
# Target sequence (Q9HC16 whole entry, looked up): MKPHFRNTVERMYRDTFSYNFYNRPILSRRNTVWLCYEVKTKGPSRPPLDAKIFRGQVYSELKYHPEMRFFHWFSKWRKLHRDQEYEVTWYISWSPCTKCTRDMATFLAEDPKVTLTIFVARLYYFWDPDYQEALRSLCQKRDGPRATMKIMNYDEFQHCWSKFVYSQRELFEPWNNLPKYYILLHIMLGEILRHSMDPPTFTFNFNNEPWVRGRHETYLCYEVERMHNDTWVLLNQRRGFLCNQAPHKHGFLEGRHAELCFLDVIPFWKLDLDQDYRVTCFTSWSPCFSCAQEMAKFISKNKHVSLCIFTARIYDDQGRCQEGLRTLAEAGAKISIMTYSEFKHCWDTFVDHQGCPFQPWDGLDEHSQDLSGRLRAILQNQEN
# CCR6 antag: blocks CCL20-driven beta-arrestin recruitment at human CCR6. P51684. CHO-K1 CCR6 PathHunter beta-arrestin, luminescence, CCL20-stimulated. inhibition, % at 20 µM. hit rate 0.49% among 340,000. AID 493098;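 active = compounds whose inhibition of the agonist-driven luminescence signal at 20 µM reaches about 50%, limit read from the data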;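 also: cells stimulated with CCL20 at 14 nM final; plate controls were DMSO with CCL20 for no effect and DMSO without agonist for full effect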
# GRIN3A LBD mod: modulates the human NR3A ligand-binding domain | NR3A LBD differential scanning fluorimetry, Tm shift; 0% = protein alone, 100% = glycine-bound protein | Tm shift relative to glycine control, % at 25 µM | hit rate 2.5% among 340,000;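 active = melting temperature shift of at least 10% of the positive control shift, at one fixed dose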
# EBI2 antag: blocks human EBI2 receptor beta-arrestin signaling. inhibition, % at 5 µM. hit rate 0.81% among 360,000. P32249. EBI2 beta-arrestin recruitment, luminescence, 7a,25-OHC stimulated; in the data active = inhibition above about 38%;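 also: enzyme fragment complementation signal reports receptor beta-arrestin coupling in cells; 0% = agonist plus DMSO wells and 100% = wells without agonist; some results beyond the cut were filed as inactive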
# Target sequence (P32249 whole entry, looked up, the tested form may be a part): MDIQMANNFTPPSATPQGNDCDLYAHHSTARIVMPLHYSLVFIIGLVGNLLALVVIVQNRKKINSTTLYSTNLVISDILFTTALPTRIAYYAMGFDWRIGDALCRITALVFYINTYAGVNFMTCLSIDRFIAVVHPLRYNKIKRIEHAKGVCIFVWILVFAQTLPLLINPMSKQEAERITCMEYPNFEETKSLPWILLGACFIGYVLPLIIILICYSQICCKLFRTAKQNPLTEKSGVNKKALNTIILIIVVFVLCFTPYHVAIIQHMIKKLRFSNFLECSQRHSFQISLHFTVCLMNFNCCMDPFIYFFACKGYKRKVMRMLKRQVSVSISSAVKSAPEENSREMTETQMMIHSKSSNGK
# MPTP inh: inhibitors of mitochondrial permeability transition pore; isolated mouse mitochondria, Ca2+ swelling absorbance, 30 min; hit rate 1.4% among 360,000; inhibition, % at 10 µM;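 active = inhibition of 50% or more, scaled per plate between neutral and stimulator controls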;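 also: 0% = DMSO wells given calcium and 100% = 1 mM EGTA wells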
# * hit, by the source's call; · = no result given; & = joins results of further samples.
# Preview:
entry	structure	APOBEC3A inh	CXCR6 block	Gli-Sufu block	A3G deaminase	CCR6 antag	GRIN3A LBD mod	EBI2 antag	MPTP inh
1	O=C(Nc1cc(C(F)(F)F)ccc1N1CCCCC1)c1ccco1	2	2	7	-3	5	-6	6	1.7
2	CC(=O)c1ccc(OCC(=O)NCC2(N3CCCCC3)CCCCC2)cc1	15	6	11	-5	9	0	-1	0.4
3	CN(CC(=O)NCCc1ccc(Cl)cc1)S(=O)(=O)c1ccc2c(c1)c(=O)n(C)c(=O)n2C	-2	-6	1	-8	5	3	1	-0.4
4	CCN(CC)c1ccc(NC(=O)CCc2nnc3ccc(N4CCCCC4)nn23)c(C)c1	1	1	18	3	3	-2	-6	-1.4
5	CC(C)(C)c1ccc(/C=N/NC(=O)CN2CCS(=O)(=O)CC2)cc1	0	6	-2	-5	-3	3	1	0.0
6	O=S(=O)(c1ccc2oc(=S)[nH]c2c1)N1CCOCC1	-7	-3	0	-1	8	2	10	-1.5
7	C/C(=N\NC(=O)c1nc2ccccn2c1C)c1ccc2c(c1)OCO2	0	-10	-19	-4	15	0	-9	-0.3
8	Cc1ccc(N(CC(=O)NC2CCCC2)C(=O)c2nsc(Cl)c2Cl)cc1	-3	0	-29	-8	9	0	10	1.2
9	CCn1cc(C(=O)NCc2ccco2)c(=O)c2cc(F)c(N3CCN(C(=O)c4ccco4)CC3)cc21	-7	2	4	-3	-12	1	5	-1.5
10	O=C(c1ccccc1)C1C(=O)c2ccccc2C1=O	-3	0	27	-6	6	-1	-8	-0.9

# The whole of this part, repeating the preview:
entry	structure	APOBEC3A inh	CXCR6 block	Gli-Sufu block	A3G deaminase	CCR6 antag	GRIN3A LBD mod	EBI2 antag	MPTP inh
1	O=C(Nc1cc(C(F)(F)F)ccc1N1CCCCC1)c1ccco1	2	2	7	-3	5	-6	6	1.7
2	CC(=O)c1ccc(OCC(=O)NCC2(N3CCCCC3)CCCCC2)cc1	15	6	11	-5	9	0	-1	0.4
3	CN(CC(=O)NCCc1ccc(Cl)cc1)S(=O)(=O)c1ccc2c(c1)c(=O)n(C)c(=O)n2C	-2	-6	1	-8	5	3	1	-0.4
4	CCN(CC)c1ccc(NC(=O)CCc2nnc3ccc(N4CCCCC4)nn23)c(C)c1	1	1	18	3	3	-2	-6	-1.4
5	CC(C)(C)c1ccc(/C=N/NC(=O)CN2CCS(=O)(=O)CC2)cc1	0	6	-2	-5	-3	3	1	0.0
6	O=S(=O)(c1ccc2oc(=S)[nH]c2c1)N1CCOCC1	-7	-3	0	-1	8	2	10	-1.5
7	C/C(=N\NC(=O)c1nc2ccccn2c1C)c1ccc2c(c1)OCO2	0	-10	-19	-4	15	0	-9	-0.3
8	Cc1ccc(N(CC(=O)NC2CCCC2)C(=O)c2nsc(Cl)c2Cl)cc1	-3	0	-29	-8	9	0	10	1.2
9	CCn1cc(C(=O)NCc2ccco2)c(=O)c2cc(F)c(N3CCN(C(=O)c4ccco4)CC3)cc21	-7	2	4	-3	-12	1	5	-1.5
10	O=C(c1ccccc1)C1C(=O)c2ccccc2C1=O	-3	0	27	-6	6	-1	-8	-0.9
11	CC(C)CC(=O)Nc1ccc(Cc2ccncc2)cc1	-3	0	1	-11	-13	-1	-18	1.5
12	CC(C)COc1ccc(C(=O)NC(=S)Nc2ccc(CN3CCOCC3)cc2)cc1	-2	6	0	-7	4	-1	5	5.2
13	CC(=O)c1ccc(NC(=O)C(Cc2ccccc2)n2cccc2)cc1 (centres undefined)	-1	6	26	4	11	-1	-14	0.4
14	Cc1cc(NC(=O)CSCc2nc(-c3cccc(F)c3)oc2C)no1	0	-8	-1	-7	4	0	-5	-1.3
15	c1ccc(SCCCCN2CCOCC2)cc1	2	-6	50	-4	-1	0	-2	-0.9
16	COc1ccc(NC(=O)C2CCC(CNc3c(N4CCC(C)CC4)c(=O)c3=O)CC2)cc1OC (centres undefined)	-3	-8&-4	0&-15	-7	5&-3	0&3	0&-8	-0.1&-3.6
17	O=C(/C=C/c1ccccc1)c1ccccn1	1	5	-15	-5	4	2	-12	-5.7
18	CCN(CC)S(=O)(=O)c1ccc(NC(=O)CN(c2cccc(C)c2)S(C)(=O)=O)cc1	2	7	-4	1	4	-4	2	0.6
19	CCOc1ccc2c(c1)C(c1ccc(C)cc1)=NNC(c1ccc(C)cc1)=N2	-15	19	13	-6	32	·	16	2.0
20	CC(=O)Nc1ccc(S(=O)(=O)N(C)CC(=O)N/N=C/c2cccs2)cc1	4	-2	-18	-4	-3	-3	-14	-1.3
21	S=c1[nH]nc(C2CC2)n1Cc1ccccc1	0	8	1	25	-1	0	-4	0.1
22	Cc1cc(Cl)cc(Br)c1OCCCN1C(=O)NC(C)(C)C1=O	-1	13	2	-6	7	2	4	0.4
23	COc1ccc2cc(C#N)c(N3CCN(C(=O)c4ccccc4C)CC3)nc2c1	-4	-1	13	-6	20	0	26	1.1
24	Cc1ccc(C)c(N2CCN(C(=S)Nc3ccc4nc(N5CCOCC5)cc(C)c4c3)CC2)c1	-6	-2	31	-4	4	1	4	3.6
25	O=c1c2ccccc2cnn1Cc1n[nH]c(=S)n1-c1ccc(F)cc1	-5	-10	-10	17	-16	0	-16	0.3
26	CCOC(=O)C1(Cc2ccc(OC)cc2)CCN(C(=O)c2cc(C)on2)CC1	-9	-1	-5	-7	0	0	5	-2.9
27	COc1ccc(C2NCCn3cccc32)cc1 (centres undefined)	-4	-5	6	-4	5	-1	-4	5.0
28	Cc1cc(C)nc(SCCCNCc2ccccc2)n1	-3	-3	44	-35	5	1	13	1.1
29	O=C(O)Cn1nnn(-c2ccccc2)c1=S	-1	-4	8	-2	4	-1	-7	0.1
30	O=C(c1ccccc1)c1ccc(Oc2ncccn2)cc1	0	3	-17	-3	5	-2	-21	0.2
31	Cc1ccc(C(=O)CC(=O)c2ccccc2)cc1	-2	11	-55	14	13	34*	3	2.3
32	Cc1ccc(SC(C)C(=O)NCc2ccncc2)cc1 (centres undefined)	50*	11	16	7	1	-1	9	0.2
33	Cc1ccc(S(=O)(=O)Nc2cc(-c3ccccc3)nn2C)cc1	-2	3	-1	-10	-6	-4	0	15
34	O=Cc1cccnc1SCc1ccccc1	1	9	-2	-3	1	-1	-23	-4.2
35	COc1ccc(OC)c(Nc2ncnc3sccc23)c1	0	-7	-3	6	-2	0	-13	-0.5
36	Cc1ccc(NS(=O)(=O)c2ccc(C(=O)NCC(c3ccco3)N3CCCCC3)cc2)cc1 (centres undefined)	-3	-7	31	-9	3	2	18	0.4
37	CCCCS/C(N)=N/N=C/c1ccccc1O	-1	12	-42	-2	17	-8	18	-1.3
38	CCCCn1c(=O)[nH]c(=O)c2c1nc(-c1ccc(-c3ccccc3Br)o1)n2CCOC	-2	4	22	-9	19	1	11	0.8
39	COC(=O)c1c(C)[nH]c(C(=O)CN(C)CC(=O)Nc2cccc(F)c2)c1C	-1	-9	-14	-3	6	-1	-8	1.0
40	COc1c2c(cc3oc(CO[C@@H]4O[C@H](CO)[C@@H](O)[C@H](O)[C@H]4O)cc(=O)c13)O[C@H](C(C)(C)O)C2	-4	3	-2	-11	10	-1	2	-0.3
41	COc1ccc(CN(C)C(=O)COC(=O)c2c(C)nn(-c3ccc(F)cc3)c2Cl)cc1	-1	-6	-11	-8	6	-1	9	-0.2
42	CSCCC(NC(=O)CCN1C(=O)c2ccccc2C1=O)C(=O)O (centres undefined)	-4	-5	0	-5	2	0	-12	1.4
43	COc1ccc(CCN2CCCC(CN(C)C(=O)c3cc(C)oc3C)C2)cc1 (centres undefined)	0	-9	8	-4	7	-2	-3	-0.6
44	CC(=O)c1ccc(C(=O)Nc2sc3c(c2C(N)=O)CCN(Cc2ccccc2)C3)cc1	-2	3	·	-8	·	·	-3	1.0
45	O=C(NCC1CCCO1)c1ccc(Cn2c(=S)[nH]c3ccccc3c2=O)cc1 (centres undefined)	3	6	-12	-14	18	2	-5	-2.3
46	CN1CCN(C(=O)/C=C/c2ccc(C#N)cc2)CC1	6	0	20	-1	9	-2	30	0.7
47	COc1ccc(NC(C)=O)cc1NC(=O)CSc1nnc(-c2ccccc2)n1N	-3	-5	2	-8	1	-4	-5	-0.2
48	Cc1cccc(-n2c(O)c(C=Nc3ccccc3O)c3ccccc3c2=O)n1	-3	5	7	-4	22	0	15	1.5
49	CCCCN(C(=O)c1cccs1)c1c(N)n(Cc2ccccc2)c(=O)[nH]c1=O	-3	4	8	-10	10	2	-10	1.2
50	C[C@]12C[C@H](O)[C@@H]3c4ccc(O)cc4CCC3[C@@H]1CCC2=O (some centres undefined)	0	5	4	-1	-1	1	0	1.8
51	CC1(C)CN=C(c2ccccc2)NC1	·	4	7	·	-4	3	2	-1.3
52	CC(=O)NC12CC3CC(C1)CC(C(=O)N(C)CC(=O)Nc1ccccc1Cl)(C3)C2	5	-9	-1	0	5	2	-13	-0.6
53	Cc1cc(N2C(=O)C(=O)/C(=C(/O)c3ccc(F)cc3)C2c2cccc(Br)c2)no1 (centres undefined)	2	-10	4	1	-3	-18	9	-12
54	CNNC(=S)Nc1ccc(Cl)cc1	0	3	5	2	9	1	-27	2.8
55	Cc1nc(N)[nH]c(=O)c1CC(=O)OCCCl	2	-7	-5	1	5	2	-5	0.1
56	c1ccc(-c2nc(-c3cccs3)[nH]c2-c2ccccc2)cc1	-1	4	9	-9	2	2	0	4.1
57	COc1ccc(C2=NCCc3cc(OC)c(OC)cc32)cc1OC	-5	0	5	-9	5	-5	-11	3.7
58	COc1ccc(CN2CCN(C(=O)c3ccc(-c4ccccc4)cc3)CC2)c(OC)c1OC	-3	-4	41	-6	-1	-1	68*	0.6
59	CN(C)C(=O)N1CCCC(C(=O)NCCc2ccccc2)C1 (centres undefined)	6	2	-18	-2	-3	1	-12	-0.5
60	CN(C)CCNc1oc(-c2ccccc2Cl)nc1S(=O)(=O)c1ccccc1	0	3	3	-1	13	0	-11	-1.3

# Next section:
entry	structure	APOBEC3A inh	CXCR6 block	Gli-Sufu block	A3G deaminase	CCR6 antag	GRIN3A LBD mod	EBI2 antag	MPTP inh
61	COc1ccc(N(CC(=O)N2CCN(c3ccccc3)CC2)S(=O)(=O)c2c(C)noc2C)cc1	4	2	5	5	-2	-1	6	-1.6
62	Cc1ccc(S(=O)(=O)N(Cc2cccc(C)c2)C(=O)N2CCN(C)CC2)cc1	0	-3	-8	-1	5	2	1	-0.1
63	O=C(Nc1ccc(Nc2ccncc2)cc1)c1ccc([N+](=O)[O-])cc1	-1	-9	2	-8	8	2	-5	7.2
64	COc1ccc(/C(O)=C2/C(=O)C(=O)N(CCN(C)C)C2c2ccccc2)cc1Cl (centres undefined)	0	6	32	0	5	0	0	0.2
65	CC(=O)[C@@]1(O)CCC2C3C=CC4=CC(=O)CC[C@]4(C)C3CC[C@@]21C (some centres undefined)	-7	-4	5	-7	-1	-2	-8	-0.4
66	Cc1cccn2cc(CNC(=O)C3CCCCC3)nc12	1	-2	-6	-3	-16	0	-4	9.5
67	C=CCn1c(O)c(N=NC(=O)OC(C)(C)C)c2ccccc21	-2	-7	4	-3	-10	-3	-6	0.1
68	Cn1cc(C2OC(=O)c3ccccc32)c2ccccc21 (centres undefined)	·	3	4	·	2	0	9	1.9
69	O=C(O)c1ccccc1C(=O)Nc1nc(-c2ccc3ccccc3c2)cs1	-2	0	-5	0	20	-9	13	0.8
70	O=C(NC1CCCCCC1)C1CCC(=O)N(Cc2ccccc2F)C1 (centres undefined)	-3	1	-14	-6	7	0	-6	-0.1

# Screening data deposited in PubChem BioAssay by Sanford-Burnham Center for Chemical Genomics.
